PHOSPHO1 block = PHOSPHO1 (human) inhibition; Q8TCT1; AID 1565; inhibition, % at 13.3 µM; recombinant PHOSPHO1, absorbance phosphatase assay; 290,000 compounds, 1.1% hits; in the data active means inhibition above about 60%
GPR7 antag = blocks human GPR7 receptor signaling | AID 1861 | 290,000 compounds, 1.1% hits | inhibition, % at 4.4 µM | GPR7-expressing cells, fluorescence antagonist assay | P48145; in the data active means inhibition above about 16%, passing the limit was not always enough;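 further: cells stimulated with the agonist NPW; 0% = agonist with vehicle and 100% = vehicle without agonist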
Target sequence (P48145 whole entry, looked up): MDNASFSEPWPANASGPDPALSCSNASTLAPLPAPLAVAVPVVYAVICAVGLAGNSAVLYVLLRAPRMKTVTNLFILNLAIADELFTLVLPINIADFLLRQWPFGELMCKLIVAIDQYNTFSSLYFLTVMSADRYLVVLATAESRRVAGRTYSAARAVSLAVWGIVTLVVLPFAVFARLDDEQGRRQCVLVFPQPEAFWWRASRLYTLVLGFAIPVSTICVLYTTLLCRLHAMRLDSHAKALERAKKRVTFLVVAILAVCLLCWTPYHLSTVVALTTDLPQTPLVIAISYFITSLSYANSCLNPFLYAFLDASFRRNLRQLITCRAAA
MEKK2mut PB1 HTS = signal of MEK5 binding to mutant human MEKK2 PB1 domain; bead flow cytometry, Alexa488-MEK5 binding to MEKK2 mutant; percent response, % at 10 µM; 290,000 compounds, 0.35% hits; AID 1530; in the data active means percent response above about 24%, passing the limit was not always enough; further: inactives centre near 1; some results filed as inactive read as strong as hits; reference of the scale not given here
MEKK2 WT-MEK5 = raises or lowers MEK5 binding to wildtype human MEKK2 PB1 domain | AID 1531 | bead flow cytometry, Alexa488-MEK5 binding to MEKK2 WT; actives lie on both sides | binding response (% of control), % at 10 µM | 290,000 compounds, 1.1% hits; in the data active means binding response below about 67% or above about 130%
NALP1 inh = NALP1 inhibition. S. cerevisiae NALP1/ASC/caspase-1 growth, X-gal OD620, 72 h. inhibition, % at 10 µM. AID 2071. 280,000 compounds, 0.61% hits; in the data active means inhibition mostly above about 24%, no sharp cut-off; inactive means mostly below about 32%; further: some compounds called inactive have numbers as strong as hits
OXTR ag = human OXTR agonism; P30559; CHO-OTR cells, Fluo-8 calcium fluorescence; normalized: DMSO 0%, oxytocin 100%; activation, % at 3 µM; 320,000 compounds, 0.32% hits;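 active means activation above the mean of all tested compounds plus 3 SD, cutoff set per screening run, cut at about 20% in these data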;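 further: peak over basal fluorescence ratio from a 100 s FLIPR kinetic read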
PfM18AAP inh = blocks P. falciparum M18 aspartyl aminopeptidase; recombinant PfM18AAP, H-Glu-NHMec fluorogenic cleavage; inhibition, % at 7.35 µM; 290,000 compounds, 1.2% hits;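 active means inhibition above the campaign mean inhibition over all tested compounds plus 3 SD, cut at about 28% in these data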;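 further: 0% = plate median of test compound wells and 100% = 2 mM ZnCl2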
MEKK3 PB1 HTS = MEKK3-MEK5 PB1 interaction, increase or decrease | Q99759 | bead-based flow cytometry, Alexa488-MEK5 binding to MEKK3; actives lie on both sides; 0 = blocked by unlabeled MEK5, 100 = vehicle | binding response (% of control), % at 10 µM | 290,000 compounds, 1.4% hits | AID 1529;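 active means binding response more than 3 SD above or below the average of its plate-row segment, actives on both sides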;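 further: Alexa488 bead fluorescence after subtracting the streptavidin-only scavenger bead signal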
Target sequence (Q99759 whole entry, looked up): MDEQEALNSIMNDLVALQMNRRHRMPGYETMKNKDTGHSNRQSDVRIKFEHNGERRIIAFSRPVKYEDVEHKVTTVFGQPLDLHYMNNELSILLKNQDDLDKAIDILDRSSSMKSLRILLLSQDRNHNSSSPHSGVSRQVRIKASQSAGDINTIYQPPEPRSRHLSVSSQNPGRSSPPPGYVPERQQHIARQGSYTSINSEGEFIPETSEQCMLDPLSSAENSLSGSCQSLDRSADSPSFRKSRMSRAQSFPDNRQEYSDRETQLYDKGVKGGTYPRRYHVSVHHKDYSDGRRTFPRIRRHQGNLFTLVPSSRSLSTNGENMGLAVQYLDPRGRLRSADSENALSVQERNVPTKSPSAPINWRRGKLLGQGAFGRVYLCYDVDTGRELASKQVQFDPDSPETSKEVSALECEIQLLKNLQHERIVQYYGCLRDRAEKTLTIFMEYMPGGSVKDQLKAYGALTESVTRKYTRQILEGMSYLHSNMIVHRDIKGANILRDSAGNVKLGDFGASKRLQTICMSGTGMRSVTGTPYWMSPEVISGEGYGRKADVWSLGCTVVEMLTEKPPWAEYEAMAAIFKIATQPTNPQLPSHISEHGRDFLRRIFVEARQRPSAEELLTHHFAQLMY
DNA FID counter = fluorescent intercalator displacement, NS3 helicase counter-screen; inhibition, % at 7.9 µM; DNA fluorescent intercalator displacement, fluorescence; AID 1845; 290,000 compounds, 0.17% hits; in the data active means inhibition above about 37%;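 further: 0% = vehicle and 100% = reference compound; higher means more ethidium bromide displaced from hairpin DNA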
Numbers without * were called inactive; nt = no result given; [ ] = remark or other dose.

SMILES | PHOSPHO1 block | GPR7 antag | MEKK2mut PB1 HTS | MEKK2 WT-MEK5 | NALP1 inh | OXTR ag | PfM18AAP inh | MEKK3 PB1 HTS | DNA FID counter
O=C(NCc1ccncc1)C1=NN(c2ccccc2)C(=O)CC1 | -11 | -11 | -9 | 89 | -7 | 0.2 | 4 | 99 | -6
O=C(COC(=O)C1=COCCO1)Nc1ccccc1OC(F)F | 57 | -3 | 3 | 102 | -4 | -0.6 | -13 | 108 | 0
CCOC(=O)/C=c1\s/c(=C\c2ccccc2C)c(=O)n1CC(=O)NCc1ccc2c(c1)OCO2 | -9 | -6 | 19 | 109 | 24 | -0.7 | -6 | 99 | -4
Cc1ccc(C)c2sc(NC(=O)c3nc4ccccc4s3)nc12 | 1 | -11 | -1 | 102 | 13 | 1.4 | 0 | 111 | -1
CCN1CCN(C(=O)c2ccc(Cl)c(S(=O)(=O)N3CCCCCC3)c2)CC1 | 12 | 5 | -10 | 99 | 10 | 0.2 | 0 | 106 | -5
Cc1ccc(CN2CCN(c3ncccn3)CC2)c(C)c1 | nt | -11 | 9 | 106 | -59 | -2.2 | 2 | 105 | 0
Cc1ccc(C)c(SCc2noc(C(=O)NC(C)C)c2C(=O)O)c1 | 12 | -6 | 7 | 108 | -9 | -0.7 | -1 | 108 | -29
Cc1ccc(N(CC(=O)O)S(=O)(=O)c2cccc3nonc23)cc1 | 1 | -2 | -13 | 80 | 7 | 0.2 | -5 | 77 | -1
CCC(=O)Nc1ccc(Cl)c(NC(=S)NC(=O)COc2ccc(Cl)cc2)c1 | -12 | 1 | -1 | 97 | 15 | 9.2 | 4 | 74*[inhibitor] | 0
CC1(c2ccc(C#N)cc2)NC(=O)N(CC(=O)Nc2cc(S(=O)(=O)N3CCOCC3)ccc2Cl)C1=O (stereo unspecified) | 32 | -2 | -12 | 91 | 6 | 0.6 | 4 | 96 | -26

Single entries from the results shown:
Reading for CCOC(=O)/C=c1\s/c(=C\c2ccccc2C)c(=O)n1CC(=O)NCc1ccc2c(c1)OCO2 in NALP1 inh: 24
Reading for Cc1ccc(C)c2sc(NC(=O)c3nc4ccccc4s3)nc12 in PHOSPHO1 block: 1
Reading for CC1(c2ccc(C#N)cc2)NC(=O)N(CC(=O)Nc2cc(S(=O)(=O)N3CCOCC3)ccc2Cl)C1=O (stereo unspecified) in PfM18AAP inh: 4

The listing continues.
SMILES | PHOSPHO1 block | GPR7 antag | MEKK2mut PB1 HTS | MEKK2 WT-MEK5 | NALP1 inh | OXTR ag | PfM18AAP inh | MEKK3 PB1 HTS | DNA FID counter
Cc1cc(C)c2c(c1)cc(C)c1nnc(SCC(=O)Nc3cc(C)on3)n12 | -22 | -7 | 3 | 100 | 8 | -0.9 | 3 | 103 | -2
CCN(CC)CCN1C(=O)C2C3c4ccccc4C(c4ccccc43)C2C1=O (stereo unspecified) | -16 | nt | -6 | 104 | 21 | 1.6 | nt | 102 | nt
CSc1ccc(CN2CCC(Oc3cccc(C(=O)N4CCCC4)c3)CC2)cc1 | 24 | -11 | 5 | 107 | 18 | 1.6 | 3 | 99 | 3
CC(C)(C)C1=CC(=O)C(=O)C(C(C)(C)C)=C1 | -12 | -12 | 2 | 99 | 51* | 0.5 | -9 | 104 | -10
CCN(CC)CCCn1c(=S)[nH]c2ccc(Cl)cc2c1=O | -6 | -4 | 2 | 101 | 36 | 0.4 | 10 | 102 | 2
COc1ccc(CCNC(=O)C/C(C)=N/NC(=O)C23CC4CC(CC(C4)C2)C3)cc1OC | -12 | -4 | -1 | 102 | 20 | -2.6 | 4 | 101 | -18
Cc1n[nH]c(C)c1C(=O)CC1(O)C(=O)N(Cc2ccccc2)c2ccc(Br)cc21 (stereo unspecified) | 11 | -3 | 0 | 97 | 8 | 0.4 | 16 | 103 | -22
O=C(O)CCSC(=S)N1CCOCC1 | 24 | -5 | 9 | 105 | -7 | 0.4 | -3 | 109 | -1
COc1ccc(CN2C(=O)c3cccnc3C2=O)cc1S(=O)(=O)N(C)c1cccc(C)c1 | 27 | -11 | -1 | 98 | -11 | -0.5 | 6 | 102 | -26
CCN(CC)S(=O)(=O)c1cccc(NC(=O)COc2ccc(F)cc2Br)c1 | -3 | -20 | 0 | 102 | 5 | 1.2 | -7 | 105 | -15
Cc1ccc(NC(=O)CC(=O)Nc2ccc(C)cc2)cc1 | 36 | -4 | -7 | 91 | 7 | -0.4 | -6 | 96 | 1
COCCn1nnnc1CN1CCC(NC(=O)Nc2cccc(OC)c2)CC1 | -18 | -9 | -9 | 91 | 10 | 0.3 | 8 | 87 | -3
NC(=O)c1ccc(NC(=O)CN2CCN(C(=O)c3ccco3)CC2)cc1 | 22 | -8 | 3 | 102 | -2 | 0.6 | -4 | 101 | -4
Cc1ccc(C#CC(C)(O)C(C)(C)C)cn1 (stereo unspecified) | 18 | -5 | 3 | 101 | 2 | -0.1 | -4 | 97 | -8
O=C(O)/C=C/C(=O)Nc1ccc(S(=O)(=O)N2CCCC2)cc1 | -18 | -11 | -13 | 84 | 26 | 0.0 | 3 | 99 | 7
CN1C(=O)/C(=C\c2ccc(-c3ccccc3)o2)SC1=S | -70 | -2 | -17 | 14*[inhibitor] | 0 | 1.9 | 7 | 46*[inhibitor] | -3
Cc1ccc(S(=O)(=O)N2CCN(C(=O)NCc3ccc(C(=O)O)cc3)CC2)cc1 | 30 | -9 | -19 | 75 | 22 | 0.7 | -1 | 94 | -12
Cc1ccc(S(=O)(=O)CCC(=O)Nc2ccc3c(c2)OCO3)cc1 | 0 | -11 | 1 | 101 | nt | -1.6 | -2 | 104 | -4
Cn1c(=O)c2c(nc(CN3CCC(Cc4ccccc4)CC3)n2CCN2CCOCC2)n(C)c1=O | 29 | -6 | 1 | 103 | 35 | nt | 0 | 104 | -31
COc1ccc(N2CCN(C(=O)C3COc4ccccc4O3)CC2)cc1 (stereo unspecified) | 25 | 1 | 1 | 99 | 5 | 1.2 | 2 | 101 | -16

Reprinted from the part before: 2 entries; new compounds follow.
SMILES | PHOSPHO1 block | GPR7 antag | MEKK2mut PB1 HTS | MEKK2 WT-MEK5 | NALP1 inh | OXTR ag | PfM18AAP inh | MEKK3 PB1 HTS | DNA FID counter
Cn1c(=O)c2c(nc(CN3CCC(Cc4ccccc4)CC3)n2CCN2CCOCC2)n(C)c1=O | 29 | -6 | 1 | 103 | 35 | nt | 0 | 104 | -31
COc1ccc(N2CCN(C(=O)C3COc4ccccc4O3)CC2)cc1 (stereo unspecified) | 25 | 1 | 1 | 99 | 5 | 1.2 | 2 | 101 | -16
Cc1cc(C)c(NC(=O)C2CCCN2CCOC(=O)c2ccccc2)c(C)c1 (stereo unspecified) | 11 | 7 | 0 | 106 | 24 | -1.5 | -1 | 142* | -28
O=C(NCc1ccccn1)C(C(=O)c1ccc(F)cc1)n1ccccc1=O (stereo unspecified) | -14 | -9 | -17 | 81 | 30 | 0.6 | 11 | 82 | -4
Fc1ccc(N2CCN(Cc3nnc(-c4ccccc4)o3)CC2)cc1 | -21 | -4 | 0 | 106 | 35 | 0.1 | -3 | 135* | -17
O=C(Nc1ccc(Br)cc1)c1cccnc1N1CCCCC1 | -12 | -10 | 2 | 98 | 13 | -1.4 | -8 | 95 | -13
COc1nc(NC(C)C)nc(N(C#N)CN2C(=O)c3ccccc3S2(=O)=O)n1 | 23 | -8 | -8 | 100 | nt | -0.3 | 1 | 99 | -12
COc1ccc(-c2oc3ncn4nc(COc5ccccc5)nc4c3c2-c2ccc(OC)cc2)cc1 | 7 | -2 | -1 | 94 | 22 | 0.3 | 0 | 98 | 6
COc1ccc(/C=C(\C#N)C(=O)Nc2cccc(C)n2)cc1 | 15 | -2 | -3 | 102 | 18 | 6.2 | 2 | 101 | 1
CCCCN1C2=C(C(=O)CCC2)C(c2ccc(Cl)c(Cl)c2)C2=C1c1ccccc1C2=O (stereo unspecified) | -56 | 1 | 1 | 97 | 2 | -0.3 | -10 | 105 | -7
Brc1ccccc1C1=Nn2c(nnc2-c2ccccc2)SC1 | 83* | -8 | 5 | 106 | -2 | -2.0 | -13 | 103 | -25
O=c1ccnc(Nc2ccc3c(c2)OCCO3)[nH]1 | 20 | -6 | -4 | 95 | 13 | 1.0 | -3 | 99 | 3
Nn1c(SCC(=O)NC(=O)NCc2ccccc2)nnc1C1CC1 | 26 | -6 | 3 | 103 | 5 | 0.3 | -3 | 102 | 2
O=C1c2ccccc2C(=O)N1CCCON1C(=O)c2ccccc2C1=O | -9 | -9 | -1 | 103 | 24 | 0.2 | 0 | 102 | -1
Cc1nn(C)c(C)c1CNC(=O)Nc1cccc(Cl)c1C | -10 | -1 | -13 | 93 | -21 | -0.2 | -9 | 98 | 7
O=C1CS/C(=N/N=C/c2ccco2)N1Cc1ccc(F)cc1 | 37 | -5 | -20 | 89 | nt | -1.4 | -8 | 85 | -12
COc1cc(C(=O)N=c2sc3ccccc3n2C)cc(OC)c1OC | -42 | -5 | 0 | 100 | 11 | -2.3 | -1 | 105 | -11
CCS(=O)(=O)c1ccc(O)c(NC(=O)COc2ccccc2)c1 | -5 | 0 | nt | nt | 16 | 0.5 | 2 | nt | -7
O=C(COc1ccc(F)c(Cl)c1)N1CCCCCCC1 | nt | -1 | 0 | 102 | 1 | -0.5 | 1 | 100 | -14
c1ccc(-c2ccc(-c3nccc4ccccc34)[nH]2)cc1 | 7 | -6 | 7 | 107 | 2 | nt | 7 | 103 | -7
COc1cc(OC)cc(C(=O)NNC(=O)c2cc3ccccc3cc2O)c1 | 28 | -7 | 5 | 111 | -5 | nt | 28 | 104 | -20
Cc1oc(S(=O)(=O)N2CCCCC2)cc1NC(=O)Nc1ccc(F)cc1 | 16 | -4 | -6 | 94 | 7 | 10 | -4 | 95 | -6
O=C(N/C(=C\c1ccc(Br)cc1)C(=O)N1CCOCC1)c1ccc(Br)o1 | 45 | 2 | 3 | 93 | -4 | 1.1 | 4 | 97 | -17
CSc1nc2sc3c(c2c(=O)[nH]1)CCC3 | 0 | -7 | -3 | 95 | 10 | -2.0 | -2 | 90 | -3
O=S(=O)(Nc1ccncc1)c1ccccc1 | -21 | 5 | -4 | 96 | -25 | 1.7 | 2 | 95 | 4
CCc1cc(=O)oc2cc(C)cc(OCC(=O)N3CCC(C(=O)NC(C)C)(c4ccccc4)CC3)c12 | 36 | -2 | 9 | 109 | 12 | -2.5 | -1 | 106 | -51
O=C(CSCc1c(F)cccc1Cl)NCC1CCCO1 (stereo unspecified) | -8 | 3 | 4 | 97 | -2 | -0.2 | 2 | 96 | 0
Cn1ccnc1SCC(=O)N(C1CCCCC1)C1CCCCC1 | -8 | -7 | 8 | 104 | 11 | -1.9 | -1 | 102 | -17
S=C(N/N=C/c1ccco1)NC1CC2CCC1C2 (stereo unspecified) | 6 | -5 | 5 | 100 | 5 | 1.6 | 10 | 103 | -13
Cc1ccc(C(O)(C(=O)NNc2ccccn2)c2ccc(C)cc2)cc1 | 21 | -7 | -5 | 94 | -11 | -1.1 | 10 | 101 | -5
CN1C(=O)C(O)(c2nnc(-c3ccccc3)o2)c2ccccc21 (stereo unspecified) | 20 | -10 | -12 | 85 | 8 | 0.7 | -6 | 94 | -5
O=C(O)c1ccccc1NC(=O)c1cc(-c2ccccc2)nc2ccccc12 | 28 | -8 | -1 | 93 | 5 | 5.8 | 4 | 96 | 9
Cc1ccc(C(=O)Oc2cccc(-n3cnnn3)c2)cc1 | 15 | -5 | -12 | 93 | 1 | -0.3 | 0 | 94 | -12
COc1ccc(NC(=O)C2CCN(S(=O)(=O)c3ccccc3)CC2)cc1 | 34 | 18 | 1 | 96 | 24 | 1.6 | 6 | 96 | -17
COC/C=C/C1=CC2=CC(=O)C(C)(OC(=O)c3cnc4ccccc4n3)C(=O)C2=CN1C1CCCCC1 (stereo unspecified) | -2 | -4 | -7 | 82 | 9 | -1.2 | 14 | 93 | -21
CC(C)c1ccccc1NC(=O)C1CN(S(=O)(=O)c2ccccc2)CCN1S(=O)(=O)c1ccccc1 (stereo unspecified) | 3 | -5 | -3 | 93 | 20 | -1.5 | 4 | 95 | -13
